BioA inh = M. tuberculosis BioA enzyme inhibitors, primary screen, biochemical, plate reader, single point, HTS | 7,8-diaminopelargonic acid synthase BioA (Mycobacterium tuberculosis) | purified M. tuberculosis BioA enzyme | inhibition, % at 9.99 µM | actives 0.096% (n = 360,000) | AID 602481, 2012; in the data active = inhibition above about 40%; inconclusive = no clear call, values can overlap the other calls
Rv3671c protease = Rv3671c serine protease inhibitors, primary screen, biochemical, fluorescence polarization, M. tuberculosis H37Rv | actives 0.048% (n = 320,000) | inhibition, % at 5.96 µM | P9WHR9; in the data active = inhibition above about 38%;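 note: extracellular domain of Rv3671c used as enzyme; 0% = enzyme with DMSO and 100% = no enzyme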
Target sequence (P9WHR9 whole entry, looked up, the tested form may be a part): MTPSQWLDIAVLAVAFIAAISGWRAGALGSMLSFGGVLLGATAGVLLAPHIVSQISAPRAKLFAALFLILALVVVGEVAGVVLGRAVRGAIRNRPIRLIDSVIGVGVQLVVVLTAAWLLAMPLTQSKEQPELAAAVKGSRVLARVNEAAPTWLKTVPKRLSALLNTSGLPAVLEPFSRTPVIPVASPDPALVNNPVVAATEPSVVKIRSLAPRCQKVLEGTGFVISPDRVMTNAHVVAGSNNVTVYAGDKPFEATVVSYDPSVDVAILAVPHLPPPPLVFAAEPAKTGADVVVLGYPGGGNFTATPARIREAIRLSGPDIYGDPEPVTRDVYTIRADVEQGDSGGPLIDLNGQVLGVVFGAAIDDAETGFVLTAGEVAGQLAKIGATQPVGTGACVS
CCHFV vOTU inh = CCHFV vOTU protease inhibitors, primary screen, biochemical, Pep-AMC substrate, fluorescence. inhibition, % at 11.5 µM. actives 0.55% (n = 370,000). AID 651958, 2012; note: 0% = vehicle wells with enzyme and 100% = no enzyme wells
FadD28 FP inh = inhibitors of FadD28 bisubstrate probe binding, primary screen, biochemical, fluorescence polarization, single point; Mycobacterium tuberculosis FadD28 fatty-acid-AMP ligase; inhibition, % at 12.5 µM; actives 0.22% (n = 360,000); in the data active = inhibition above about 8.5%, passing the limit was not always enough; inconclusive = no clear call, values can overlap the other calls
UGM FP inh = M. tuberculosis UGM enzyme inhibitors, primary screen, biochemical, fluorescence polarization, single point | UDP-galactopyranose mutase (Mycobacterium tuberculosis (strain ATCC 25618 / H37Rv)), … | purified UGM, fluorescence polarization probe displacement | inhibition, % at 10 µM | actives 0.06% (n = 320,000) | AID 504406, 2011; in the data active = inhibition above about 10%, passing the limit was not always enough; inconclusive = no clear call, values can overlap the other calls
Target sequence (P9WIQ1 whole entry, looked up): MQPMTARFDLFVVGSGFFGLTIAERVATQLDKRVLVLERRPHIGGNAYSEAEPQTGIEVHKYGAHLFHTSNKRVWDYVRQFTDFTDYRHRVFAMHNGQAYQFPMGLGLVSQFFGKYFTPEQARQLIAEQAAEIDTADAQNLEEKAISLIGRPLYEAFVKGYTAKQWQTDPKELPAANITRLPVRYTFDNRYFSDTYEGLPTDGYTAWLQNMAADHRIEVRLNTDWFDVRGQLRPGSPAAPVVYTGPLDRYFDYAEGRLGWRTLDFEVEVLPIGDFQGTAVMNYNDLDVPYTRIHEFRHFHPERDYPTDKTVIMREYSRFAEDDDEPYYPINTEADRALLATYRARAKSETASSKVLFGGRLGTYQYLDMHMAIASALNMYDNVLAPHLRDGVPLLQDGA
GDH-TPI counter = GDH-TPI coupling enzyme inhibitors, primary screen, artefact control for M. tuberculosis FBA inhibitor project, biochemical, absorbance, full deck | GDH-TPI coupled enzyme counterscreen, NADH absorbance | inhibition, % at 4.8 µM | actives 1.2% (n = 360,000) | AID 588335, 2011;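 note: 0% = DMSO wells and 100% = wells lacking the enzyme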
VHR inh abs = VHR1 phosphatase inhibitors, primary screen, biochemical, absorbance, uHTS; recombinant VHR phosphatase, pNPP absorbance; actives 0.52% (n = 290,000); inhibition, % at 13.3 µM; Dual specificity protein phosphatase 3 (Homo sapiens), P51452; AID 1654, 2009; in the data active = inhibition above about 50%; note: some compounds called inactive have numbers as strong as hits
Target sequence (P51452 whole entry, looked up): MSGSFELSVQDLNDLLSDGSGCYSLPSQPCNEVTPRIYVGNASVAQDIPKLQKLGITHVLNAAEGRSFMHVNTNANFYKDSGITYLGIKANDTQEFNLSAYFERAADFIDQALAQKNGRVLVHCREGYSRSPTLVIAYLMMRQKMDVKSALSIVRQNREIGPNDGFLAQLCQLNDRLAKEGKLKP
BoNT F protease = BoNT/F light chain protease inhibitors, primary screen, biochemical, flow cytometry, MLPCN library. inhibition, % at 10 µM. actives 0.22% (n = 360,000). AID 588497, 2011. Botulinum neurotoxin type F light chain protease (Clostridium botulinum). Multiplex microsphere protease cleavage assay; in the data active = inhibition above about 35%, passing the limit was not always enough; inconclusive = no clear call, values can overlap the other calls; note: plate controls were buffer without enzyme for full effect and enzyme alone for no effect
MazEF act = activators of E. coli MazEF toxin-antitoxin RNase, primary screen, biochemical, fluorescence, uHTS. Endoribonuclease toxin MazF (Escherichia coli (strain K12)), P0AE70. FAM/BHQ RNA-DNA oligo cleavage fluorescence, 5 h. activation, % at 20 µM. actives 0.32% (n = 350,000); in the data active = activation above about 50%
Target sequence (P0AE70 whole entry, looked up): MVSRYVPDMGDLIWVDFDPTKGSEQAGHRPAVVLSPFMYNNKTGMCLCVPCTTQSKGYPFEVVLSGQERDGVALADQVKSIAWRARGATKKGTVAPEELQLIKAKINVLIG
Mtb FBA inh = Mtb FBA enzyme inhibitors, primary screen, biochemical, fluorescence, strain H37Rv; inhibition, % at 1 µM; actives 2.3% (n = 360,000); Fructose-bisphosphate aldolase (Mycobacterium tuberculosis (strain ATCC 25618 / H37Rv)), …; purified M. tuberculosis FBA, fluorescence read-out; in the data active = inhibition above about 27%;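 note: 0% = vehicle and 100% = reference inhibitor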
The depositor's hits bear a star; ? = inconclusive; nt = not tested or not shown. Cut-off read from the data, not from the text of the source, unless noted: active = inhibition above about 30%; inactive = the rest.

| compound | GDH-TPI counter | VHR inh abs | MazEF act | BioA inh | FadD28 FP inh | CCHFV vOTU inh | Rv3671c protease | UGM FP inh | Mtb FBA inh | BoNT F protease |
| --- | --- | --- | --- | --- | --- | --- | --- | --- | --- | --- |
| C[C@]12CC[C@H](O)C[C@H]1CC[C@@H]1[C@@H]2C[C@@H](O)[C@]2(C)[C@@H](C3=CC(=O)OC3)CC[C@]12O | 1 | nt | 7 | 0.0 | -0.2 | 2 | 9 | 1.0 | 3 | 3 |
| O=C(Nc1cccc(Cl)c1)Nc1nnc(-c2ccncc2)s1 | 15 | 45 | 12 | nt | -4.2 | 6 | -1 | 1.6 | 15 | 6 |
| Cc1ccc(S(=O)(=O)NCC(=O)OCc2csc(CC(=O)Nc3ccccc3C)n2)cc1C | 1 | nt | -4 | -5.1 | -1.4 | 11 | nt | nt | 5 | -9 |
| Cc1[nH][nH]c(=O)c1C(c1c(C)[nH][nH]c1=O)c1cn(Cc2ccc(F)cc2)c2ccccc12 | 22 | 5 | -4 | 3.3 | 3.3 | nt | -117 | 1.2 | -7 | -4 |
| O=C(NNC(=O)c1cc2ccccc2cc1O)Nc1ccc(Br)cc1 | 12 | 23 | -3 | 0.9 | -1.3 | -18 | -4 | 0.6 | 28* | -1 |
| O=c1ccnc(SCCC(F)=C(F)F)[nH]1 | -1 | 28 | 27 | nt | -1.0 | 7 | 2 | 1.1 | 4 | 1 |
| Cc1ccc(C(=O)Oc2coc(CSc3nnc(NC(=O)C4CC4)s3)cc2=O)cc1C | 5 | 28 | 4 | nt | -2.4 | -2 | nt | nt | -1 | -7 |
| O=C(O)/C(=C\c1ccc2ccccc2c1)c1cccc2ccccc12 | 3 | nt | -11 | nt | -3.6 | 24 | -5 | 0.9 | 4 | -12 |
| COc1ccc(NC(=O)Cn2nnc(-c3ccccc3NS(=O)(=O)c3ccc(OC)cc3)n2)cc1 | 2 | 2 | 2 | -0.3 | 0.4 | 1 | -152 | 0.5 | -1 | 16 |
| Cc1ccccc1NC(=O)c1sc2nc3c(c(-c4ccco4)c2c1N)CCCC3 | 17 | 30 | -9 | -1.9 | -0.1 | -1 | -4 | 1.6 | 1 | 9 |
| COc1ccc(N(CC(=O)Nc2ccc(C)cc2C)S(=O)(=O)c2ccccc2[N+](=O)[O-])c(OC)c1 | 1 | 15 | -3 | nt | -2.8 | -8 | -16 | -1.6 | 2 | 1 |
| Cn1c(CNC(=O)CCNC(=O)c2cccc(F)c2)cc(=O)n(C)c1=O | 5 | 34 | -31 | 3.3 | -2.9 | 7 | 1 | 2.0 | 1 | -1 |
| CC(=O)Nc1ccc(OC(=O)c2ccco2)cc1 | 12 | 5 | 1 | nt | -0.8 | 29 | 9 | 0.2 | 3 | 0 |
| CC(C)Cn1c(=S)[nH]c2cc(C(=O)NCc3ccccc3F)ccc2c1=O | 11 | nt | 4 | 0.2 | 0.3 | -18 | -11 | -0.8 | 1 | -1 |
| COc1ccc(CNC(=O)C/C(C)=N/NC(=O)Cc2ccc(OC)cc2)cc1 | -5 | -1 | 4 | nt | -0.5 | 3 | -1 | 4.2 | -2 | -7 |
| O=C(NCc1ccccc1)c1ccc(NC(=O)C2CCCCC2)cc1 | -3 | nt | 3 | -0.4 | -2.2 | 6 | nt | nt | -1 | 2 |
| O=[N+]([O-])c1cc(Cl)ccc1NCCNS(=O)(=O)c1ccccc1 | 19 | -5 | -6 | 0.2 | -1.9 | 11 | 3 | 3.8 | 0 | -11 |
| CCc1cc(=O)oc2cc(C)c3c(C)coc3c12 | 6 | -5 | 0 | -1.3 | -3.0 | -5 | -1 | -1.4 | 12 | -7 |
| O=C(COc1ccccc1F)Nc1nc(-c2ccccn2)cs1 | -3 | nt | 3 | nt | -3.0 | -6 | -18 | -0.2 | 0 | -20 |
| CCCCC(=O)Nc1ccc2c(c1)nc(CN1CCN(C(=O)OCC)CC1)n2C | -8 | 27 | -2 | nt | -3.0 | -14 | 0 | 0.2 | 0 | -2 |
| COC(=O)c1ccc(-n2nnnc2SCC(=O)NCc2cccc(C(=O)O)c2)cc1 | 4 | 18 | 11 | nt | 0.1 | -5 | -9 | 3.4 | 3 | 5 |
| COC(=O)c1ccc(OC)c(CSc2nnc(COc3cccc(C)c3)o2)c1 | 2 | 3 | 6 | nt | -0.1 | 7 | -5 | -4.0 | 1 | -1 |
| Cc1cnc(NC(=O)c2c(Cl)cnn2C)s1 | 11 | -14 | 8 | 1.9 | -0.7 | 24 | 5 | -2.5 | 2 | -7 |
| Cn1c(CNC(=O)Nc2ccccc2)nnc1SCc1ccccc1 | 1 | 12 | -4 | 14 | -0.4 | 7 | -2 | 0.1 | 0 | -8 |
| Cc1cc2cc(CNC(=O)c3ccco3)ccc2n1C | 15 | -13 | -8 | -1.1 | 2.2 | 6 | -7 | 0.2 | -2 | -57 |

An excerpt of these results, with two lines to a compound.
Value order – GDH-TPI counter	VHR inh abs	MazEF act	BioA inh	FadD28 FP inh	CCHFV vOTU inh	Rv3671c protease	UGM FP inh	Mtb FBA inh	BoNT F protease
CC(=O)Nc1ccc(OC(=O)c2ccco2)cc1
    12	5	1	nt	-0.8	29	9	0.2	3	0
CC(C)Cn1c(=S)[nH]c2cc(C(=O)NCc3ccccc3F)ccc2c1=O
    11	nt	4	0.2	0.3	-18	-11	-0.8	1	-1

Other records.
| compound | GDH-TPI counter | VHR inh abs | MazEF act | BioA inh | FadD28 FP inh | CCHFV vOTU inh | Rv3671c protease | UGM FP inh | Mtb FBA inh | BoNT F protease |
| --- | --- | --- | --- | --- | --- | --- | --- | --- | --- | --- |
| O=C(COC(=O)c1cnc(Cl)c(Cl)c1)NC1CCCCCC1 | 6 | nt | -1 | nt | 0.1 | -4 | 6 | nt | 0 | 4 |
| COc1ccc(N2CCN(C(=O)c3cccc(S(=O)(=O)N4CCOCC4)c3)CC2)cc1 | -5 | nt | 2 | -1.1 | -2.7 | 2 | 7 | -0.8 | 0 | nt |
| COc1ccccc1NC(=O)CCN1CCCCCC1 | 2 | 29 | -8 | -2.4 | -0.4 | 15 | 7 | 2.3 | -2 | -15 |
| COc1cccc(CNS(=O)(=O)c2ccc3c(c2)N(C)CCO3)c1 | -9 | -25 | -1 | 0.6 | -2.5 | -6 | 2 | -2.2 | -2 | -10 |
| CCN(CC)CCn1c(NC(=O)c2ccccc2O)nc2ccccc21 | 15 | 22 | 12 | -1.1 | -0.7 | -6 | 2 | -0.7 | 24 | -4 |
| CC(C)c1nnc(SCC(=O)N2CCOCC2)n1C | 2 | -5 | 6 | -1.5 | -2.1 | 9 | -4 | 0.3 | -1 | -1 |
| Cc1ccc(CS(=O)Cc2ccc(C(=O)NCc3ccccc3Cl)o2)cc1 (stereo not drawn) | -11 | 15 | 6 | 0.8 | -4.9 | 15 | -5 | 0.2 | -5 | 4 |
| Cc1ccc(S(=O)(=O)N2CCCC2C(=O)OCC(=O)Nc2ccc3c(c2)OCO3)cc1 (stereo not drawn) | 5 | 19 | 5 | -0.6 | 0.1 | -6 | 6 | 0.3 | 23 | -25 |
| Cc1ccc(NC(=O)C(C)N2CCCc3ccccc32)cc1S(=O)(=O)N1CCOCC1 (stereo not drawn) | -2 | nt | -3 | 0.7 | -2.9 | 7 | nt | nt | -1 | -7 |
| Cc1nc2ncnn2c(C)c1CCC(=O)N1CCN(Cc2ccccc2)CC1 | 2 | 21 | 8 | nt | 0.6 | -8 | 8 | 0.4 | 1 | 4 |
| C/C(=N\NC(=O)C(C)Oc1ccc([N+](=O)[O-])cc1)c1ccccn1 (stereo not drawn) | 8 | 31 | 5 | nt | -2.3 | -11 | -7 | -1.6 | 0 | -4 |
| Cc1csc(NC(=O)CSc2nnc(-c3ccccc3)o2)n1 | -1 | 8 | 6 | -1.0 | -4.5 | 6 | 3 | -3.1 | -2 | 8 |
| CCOc1cc(/C=N/Nc2nncc(-c3ccccc3)n2)ccc1O | 31 | 8 | 17 | nt | 0.3 | 10 | 1 | 0.2 | -1 | 1 |
| O=[N+]([O-])c1ccccc1OCCCN1CCOCC1 | 4 | 30 | 1 | nt | -1.2 | -6 | 12 | 0.4 | 0 | -3 |
| CCN(CC)CCNC(=O)C(=O)NCC1OCCN1S(=O)(=O)c1ccc2c(c1)OCCO2 (stereo not drawn) | 5 | 6 | -2 | nt | -3.9 | -11 | -2 | 5.1 | -5 | 1 |
| Cc1cc(C)c(C)c(OCCCCN2CCCCC2)c1 | 0 | 18 | 8 | 0.1 | 3.1 | -11 | 3 | -3.2 | -1 | ? |
| CCCNC(=O)C1CC(=O)N(c2ccc(OCc3ccccc3)cc2)C1 (stereo not drawn) | 1 | nt | 1 | 0.4 | -4.0 | 9 | nt | nt | -3 | -5 |
| Cc1ccc(OCc2nnc(SCC(=O)O)n2-c2ccccc2)cc1 | -3 | nt | 3 | 0.0 | -1.7 | 11 | 6 | 0.1 | 3 | 10 |
| Cc1nc(-c2cccc(Br)c2)ccc1C(=O)O | 11 | 5 | -4 | nt | -1.2 | -15 | 6 | nt | 2 | 2 |
| Cc1ccc(NC(=O)CN2CCN(Cc3ccccc3)CC2)cc1F | 1 | 2 | 6 | 16 | -2.2 | 8 | -2 | -0.2 | 0 | 4 |
| O=C(NC1CCCCC1)c1ccc(Cn2cc(Cl)cn2)cc1 | -11 | 24 | 5 | nt | -3.1 | -11 | 2 | -0.9 | 0 | 1 |
| COc1cc(/C=N/NC(=O)c2ccc(COc3cc(C)ccc3C(C)C)cc2)cc(OC)c1O | 4 | 5 | -4 | nt | -6.4 | -5 | -4 | -1.1 | 0 | -10 |
| COc1ccc(C(=O)Cc2cnn(-c3ccccc3)c2)c(O)c1 | 0 | 4 | -3 | nt | -4.1 | 7 | 5 | -1.5 | 1 | 1 |
| CCCCN(C(=O)CC1CCCC1)c1c(N)n(Cc2ccccc2)c(=O)[nH]c1=O | -6 | nt | 4 | -1.3 | -0.7 | 2 | nt | nt | 3 | -3 |
| O=C(NCCc1ccccc1)c1ccc(=O)oc1 | 75* | 8 | 7 | 10 | -0.6 | 20 | -6 | 0.3 | 1 | -12 |
| O=C1CCCC2=C1C(c1ccc3c(c1)OCO3)c1c([nH]n(-c3ccccc3)c1=O)N2 (stereo not drawn) | 37* | 8 | -7 | -1.4 | 1.1 | 6 | -7 | 0.5 | -4 | 0 |
| COc1cccc2sc(=NC(=O)CS(=O)(=O)c3ccc(Cl)cc3)n(C)c12 | -1 | nt | -4 | nt | -2.3 | 15 | 11 | -2.0 | 1 | -12 |
| CC1CC(=O)c2cnc(Nc3cccc(C(F)(F)F)c3)nc2C1 (stereo not drawn) | 21 | 7 | 0 | 0.8 | 0.4 | 5 | -4 | 0.2 | 2 | -7 |
| COc1ccc(C(=O)NNC2=CC(=O)CC(C)(C)C2)cc1 | 14 | -7 | 4 | -0.1 | -2.6 | 8 | -1 | 0.4 | 0 | -3 |
| COc1ccc(CCC(=O)NCCS(=O)(=O)N2CCN(c3ccc(F)cc3)CC2)cc1 | -1 | nt | 1 | -0.8 | -2.8 | 3 | 1 | 2.1 | -1 | -9 |
| O=C(COC(=O)c1ccc([N+](=O)[O-])cc1Cl)NCc1ccco1 | 0 | nt | 0 | -0.8 | -0.7 | 0 | -5 | 2.9 | 1 | -10 |
| O=C(CSc1nnnn1-c1cccnc1)Nc1cccc(Cl)c1 | -5 | 26 | 7 | -1.6 | -1.6 | -5 | -7 | 4.6 | -1 | -1 |
| COC(=O)c1ccc(N2CCS(=O)(=O)CC2)cc1 | 3 | 17 | -2 | 1.4 | 0.0 | 6 | -1 | -1.3 | 1 | -4 |

Rows were taken by chance; any-hit rate near 4.9%.
